Source: PubChem BioAssay (National Center for Advancing Translational Sciences (NCATS))
HCMV antiviral – inhibitors of human cytomegalovirus | 410,000 compounds, 4.5% hits | activity change, negative = inhibition, % at 57.5 µM | AID 1259415 | HFF cells, HCMV-luciferase reporter, 72 h; active compounds read low; in the data active = activity change below about -60%; inconclusive = no clear call, values can overlap the other calls; inactive = above about -39%
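Steps: HFFs plated, 16 h 37C; compounds added; HCMV-luciferase added to MOI 1 PFU/cell; 72 h 37C; OneGlo reagent, 5 min room temperature; luminescence read, normalized to controls.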
AmpC inh no detg – inhibitors of E. coli AmpC beta-lactamase without detergent. P00811. AmpC nitrocefin hydrolysis, absorbance 480 nm, 0.0001% Triton. Potency, µM (top dose mostly 57.1 µM), inactives show at the highest dose activity change, negative = inhibition, actives largely listed as inhibitors. 330,000 compounds, 0.52% hits. AID 485341;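 note: potency is the fitted concentration of half-maximal effect; plate controls were no compound for no effect and no enzyme for full effect; nearly all actives have a fitted effect of over 20% in size; some results filed as inactive show a strong effect at the top dose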
Target sequence (P00811 whole entry, looked up): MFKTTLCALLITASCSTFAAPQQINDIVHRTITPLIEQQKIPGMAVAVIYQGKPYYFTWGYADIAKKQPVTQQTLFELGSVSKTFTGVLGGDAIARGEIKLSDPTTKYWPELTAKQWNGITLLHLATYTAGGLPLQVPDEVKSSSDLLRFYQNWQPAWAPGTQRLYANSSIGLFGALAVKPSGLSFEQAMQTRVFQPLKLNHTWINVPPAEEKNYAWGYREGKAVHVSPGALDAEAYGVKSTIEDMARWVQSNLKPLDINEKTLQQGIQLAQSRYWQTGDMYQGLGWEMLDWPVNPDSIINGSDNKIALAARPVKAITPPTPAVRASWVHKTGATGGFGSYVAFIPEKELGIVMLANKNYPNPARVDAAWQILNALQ
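AmpC (5.3 nM in the dispensed reagent) in 20 mM phosphate pH 7.0 with 0.01% (detergent screen) or 0.0001% Triton X-100 was preincubated with compounds for 15 min at room temperature. Nitrocefin was then added from an 800 uM solution, and hydrolysis was followed at 480 nm.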
HCV inh – HCV inhibition; AID 651820; 340,000 compounds, 3.4% hits; Potency, µM (doses to about 41.8 µM), for the others: top-dose activity change, negative = inhibition, hits mostly inhibitors; Huh7.5.1 HCVcc-Cre infection, luciferase reporter, 44 h; note: potency is the fitted concentration of half-maximal effect
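Reporter virus HCVcc-Cre (~0.5 moi) infects cells exposed to compound; seeding density 1,000 cells/well with 4 h settling beforehand. Luminescence, 15 sec read, taken 44 h post-infection following a 15 min RT substrate incubation.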
AmpC detergent – AmpC beta-lactamase inhibition with detergent present | P00811 | AmpC hydrolysis of nitrocefin, absorbance 480 nm, 0.01% Triton | Potency, µM (titrated, usually from 114 µM), without a hit: at the top dose activity change, negative = inhibition, hits mostly inhibitors | 370,000 compounds, 0.041% hits;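 note: potency is the fitted concentration of half-maximal effect; 0% = no-compound wells and -100% = no-enzyme wells; nearly all actives have a fitted effect of over 25% in size; some results filed as inactive show a strong effect at the top dose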
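AmpC (5.3 nM in the dispensed reagent) in 20 mM phosphate pH 7.0 with 0.01% (detergent screen) or 0.0001% Triton X-100 was preincubated with compounds for 15 min at room temperature. Nitrocefin was then added from an 800 uM solution, and hydrolysis was followed at 480 nm.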
Tb PYK inh – T. brucei pyruvate kinase inhibition; TbPYK enzyme, Kinase-Glo Plus ATP luminescence, 45 min; Potency, µM (titrated, usually from 76.8 µM), for inactives: at the highest dose activity, negative = inhibition, usual class: inhibitors; 410,000 compounds, 0.12% hits; AID 624173; note: potency is the fitted concentration of half-maximal effect; nearly all actives have a fitted effect of over 50% in size
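TbPYK + substrate in 50 mM TEA pH 7.2, 100 mM KCl, 10 mM MgCl2, 0.05% BSA, 0.01% Tween-20; cpd pinned; ADP 130 uM final; 45 min RT; Kinase-Glo Plus 10 min; luminescence endpoint.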
AMA1-RON2 inh – inhibitors of Plasmodium falciparum AMA1-RON2 interaction; AlphaScreen AMA1-biotinylated RON2 peptide binding; Potency, µM (doses to about 58.2 µM), for the others: at the top dose activity change, negative = inhibition, most hits filed as inhibitors; 360,000 compounds, 0.2% hits;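 note: potency is the fitted concentration of half-maximal effect; 0% = vehicle wells and -100% = peptide control; nearly all actives have a fitted effect of over 45% in size; some results filed as inactive show a strong effect at the top dose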
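AMA1 (3D7) with his tag at 25 nM final met compounds first, then biotinylated RON2 peptide at 25 nM; detection used donor plus acceptor beads, 10 µg/mL apiece, read by AlphaScreen after 30 min at room temperature.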
LmPK inh – LmPK (Leishmania mexicana) enzyme inhibition; purified LmPK, Kinase-Glo ATP luminescence, 1 h; Potency, µM (top dose mostly 57.5 µM), inactives show at the top dose activity change, negative = inhibition, most hits filed as inhibitors; 290,000 compounds, 0.37% hits; note: potency is the fitted concentration of half-maximal effect
Target sequence (Q27686 whole entry, looked up): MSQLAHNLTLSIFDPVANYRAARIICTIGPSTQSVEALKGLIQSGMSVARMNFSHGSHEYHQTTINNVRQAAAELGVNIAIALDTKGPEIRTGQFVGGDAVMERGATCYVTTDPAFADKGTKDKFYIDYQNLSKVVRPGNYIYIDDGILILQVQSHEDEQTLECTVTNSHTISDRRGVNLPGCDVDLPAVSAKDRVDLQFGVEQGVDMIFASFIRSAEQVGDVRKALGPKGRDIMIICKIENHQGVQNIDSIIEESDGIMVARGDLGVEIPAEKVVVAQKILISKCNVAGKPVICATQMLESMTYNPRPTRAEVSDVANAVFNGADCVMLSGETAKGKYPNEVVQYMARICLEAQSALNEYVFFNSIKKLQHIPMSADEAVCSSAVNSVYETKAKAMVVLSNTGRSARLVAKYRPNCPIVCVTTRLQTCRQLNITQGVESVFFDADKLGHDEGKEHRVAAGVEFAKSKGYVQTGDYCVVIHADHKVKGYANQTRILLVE
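Screened at intermediate enzyme activity to detect both inhibitors and activators: LmPK at 0.1 nM, with a 0.5 nM enzyme column as activation reference. PEP 0.5 mM, ADP 0.1 mM; ATP detected by luminescence after 1 h.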
Numbers without * were called inactive; ? = inconclusive; . = not tested or not shown; & = joins results of further samples; [ ] = dose if it differs, or a comment. Unless noted, calls come from the whole dose curve; as a rule, active = well fitted curve in the direction sought with a large enough effect; inconclusive = small, poorly fitted or top-dose-only effect, or another doubt; inactive = no such curve, though single readings can be large; an effect the other way counts as inactive or inconclusive. Unless noted, % is set by controls: 0 for no effect and ±100 for the full control effect. Compounds were not picked by outcome; 7.5% or so of the library scored in one or more.

item | SMILES | HCMV antiviral | AmpC inh no detg | HCV inh | AmpC detergent
1 | CCn1c(O)c(/C=N/NC(=O)c2ccncc2)c(=O)[nH]c1=S | -30 | -31% | 14% | ?
2 | N#C/C(=C\c1coc2ccc(O)cc2c1=O)C(=O)Nc1nc2ccccc2s1 | -73* | ? | ? | -9%
3 | COc1ccc(-n2nnnc2C(C2CC2)N2CCC(n3c(=O)[nH]c4ccccc43)CC2)cc1 (stereo not drawn) | -38 | . | . | .
4 | CCN1CC2=C(OC(N)=C(C#N)C2c2ccccc2)/C(=C\c2ccccc2)C1 (stereo not drawn) | -18 | 12% | ? | 2%
5 | Cn1c(SCC(=O)N/N=C/C=C/c2ccco2)nc2ccccc21 | -10 | -54% | -17% | -5%
6 | COc1ccc(CCNC(=O)C(=O)NCC2CCCO2)cc1 (stereo not drawn) | 1 | -7% | -22% | 3%
7 | O=C1CC(NS(=O)(=O)c2cccnc2)CN1c1ccccc1 (stereo not drawn) | -18 | 96%[activator] | 30%[activator] | -17%
8 | Cc1ccccc1OCC(=O)NNC(=S)NC(=O)c1ccccc1[N+](=O)[O-] | 58 | -8% | -4% | ?
9 | Cn1c(=O)c(=O)n(C)c2cc(S(=O)(=O)N3CCOc4ccccc43)ccc21 | -21 | -3% | 13% | 2%
10 | CCOC(=O)c1cccc(NC(=O)C(C)N2C(=O)c3ccccc3C2=O)c1 (stereo not drawn) | 16 | -34% | 9% | -12%
11 | Cn1c(SCc2ccon2)nc2ccccc2c1=O | -34 | -17% | 1%&-25% | ?
12 | Cc1ccccc1NC(=O)C(Cl)=C(Cl)Cl | -78* | -17% | ? | -3%
13 | COc1cc2c(cc1OC)C(C)N(C(=O)c1cc(C)on1)CC2 (stereo not drawn) | -66* | -2% | 2% | ?
14 | C=CCNC(=S)Nc1ccc(OC(F)F)c(Cl)c1 | ? | -24% | 11µM* | -10%
15 | Cc1ccc(NCc2ccccc2O)cc1C | -15 | -24% | 1% | 6%

item | Tb PYK inh | AMA1-RON2 inh | LmPK inh
1 | -10% | -4% | 1%
2 | -14% | 13% | 2%
3 | 4% | -24% | .
4 | 1% | -4% | -1%
5 | -16% | 33%[activator] | -2%
6 | 7% | 0% | -6%
7 | -2% | 2% | .
8 | -9% | 42%[activator][2.32 µM] | 2%
9 | -1% | 4% | -1%
10 | -10% | 5% | 0%
11 | -1% | -1% | -3%
12 | 2% | 2% | 2%
13 | 6% | 19% | -6%
14 | 0% | 19% | 1%
15 | -4% | 2% | 0%

(continued)
item | SMILES | HCMV antiviral | AmpC inh no detg | HCV inh | AmpC detergent
16 | C[C@@H]1CCCCO[C@H](CN(C)Cc2ccccc2)[C@@H](C)CN([C@H](C)CO)C(=O)c2cc(NC(=O)c3ccccc3)ccc2O1 | -8 | . | . | .
17 | CCNC(=S)N1CCc2cc(OC)c(OC)cc2C1COc1ccc(OC)cc1 (stereo not drawn) | 20 | 108%[activator] | -20% | 5%
18 | COc1ccc(S(=O)(=O)N2CCOC2CNC(=O)C(=O)NCCCN2CCOCC2)cc1 (stereo not drawn) | 18 | 6% | 13% | 1%
19 | CCn1c(SCC(=O)Nc2ccccc2C(=O)OC)nc2c1c(=O)n(C)c(=O)n2C | . | -3% | . | -17%
20 | C=CCn1c(=O)c2ccccc2n2c(SCC(=O)NC)nnc12 | 28 | -8% | 18% | -5%
21 | COc1ccc(CNC(=O)C(C)NS(=O)(=O)c2ccc(C)cc2)cc1 (stereo not drawn) | 17 | 2% | -8% | 7%
22 | C=CS(=O)(=O)c1ccc(Oc2ccc(S(=O)(=O)C=C)cc2)cc1 | -102* | -25% | ? | -8%
23 | COCCC(=O)N1CCC(Oc2ccc(C(=O)N3C[C@@H]4CCC[C@H]3C4)cc2)CC1 | -27 | 37% | 2% | -7%
24 | CS(=O)(=O)c1ccc(Cl)c(NC(=O)Cc2ccsc2)c1 | 18 | -1% | 11% | 7%
25 | O=S(=O)(/N=C(\Sc1ccccc1)c1ccccc1)c1ccc(Cl)cc1 | -8 | -6% | -6% | 4%
26 | Cn1cccc1CNCC(O)c1ccccc1 (stereo not drawn) | 10 | -24% | 1% | ?
27 | CC(=O)N1CCc2c(sc3c2c(=O)n(-c2cccc(Cl)c2)c(=O)n3Cc2ccc(F)cc2Cl)C1 | 9 | . | . | 7%
28 | CCOC(=S)SCC(=O)Nc1nc(-c2ccccc2)cs1 | -73* | -49% | -10% | -8%
29 | COc1ccc(-c2cc(CNS(=O)(=O)c3cc(OC)ccc3OC)on2)cc1 | 79 | -12% | -1% | -8%
30 | Cc1ccc(NC(=O)Cn2c(=O)n(Cc3nc(C)no3)c(=O)c3cc4c(cc32)OCO4)cc1 | -4 | . | . | 18%

item | Tb PYK inh | AMA1-RON2 inh | LmPK inh
16 | 1% | -2% | .
17 | -3% | 0% | 4%
18 | 0% | 3% | -6%
19 | . | . | 0%
20 | 3% | 0% | -1%
21 | -6% | 3% | 1%
22 | -8% | 9% | -1%
23 | 2% | 27% | 2%
24 | 4% | -15% | -2%
25 | -4% | 4% | -1%
26 | -9% | -17% | -2%
27 | -4% | . | .
28 | 5% | -18% | 4%
29 | 4% | -5% | -1%
30 | 3% | . | .

Other compounds
item | SMILES | HCMV antiviral | AmpC inh no detg | HCV inh | AmpC detergent
31 | COc1ccc(/C=N/n2c(N)nc3ccccc32)cc1OC | 19 | -3% | -10% | -13%
32 | CC(C)(C)c1cc(NS(=O)(=O)c2cccs2)no1 | 29 | -12% | 8% | -8%
33 | Cc1cccc(OCC(=O)O/N=C(\N)Cc2cccs2)c1 | 6 | 21% | 7% | -1%
34 | O=C(Nc1ncn[nH]1)c1ccccc1Br | -16 | -20% | 1% | ?
35 | Cc1ccc(NC(=O)c2nn(C)c3c2CS(=O)(=O)c2ccccc2-3)c(Cl)c1 | -20 | . | . | 29%
36 | O=C(COc1ccc(Cl)cc1)N1CCCCC1 | 7 | -11% | 9% | 3%
37 | CC1=C(C(=O)Nc2ccc(F)cc2F)C2(CCCCCC2)OC1=O | ? | . | . | 1%
38 | COc1ccc(Cc2c(O)nc(SCC(=O)NC34CC5CC(CC(C5)C3)C4)[nH]c2=O)cc1 | ? | -49%&-41% | -1%&-9% | -4%&3%
39 | Cc1ccc(Cl)cc1NC(=S)N(CCN(C)C)Cc1cccs1 | ? | 4% | ? | -3%
40 | O=C1CC(c2ccc(Cl)cc2)n2nc(NS(=O)(=O)c3ccc(F)cc3)nc2N1 (stereo not drawn) | 20 | -9% | 16% | -9%
41 | O=C(NN=Cc1cc([N+](=O)[O-])ccc1O)c1cccc2ccccc12 | 0 | . | ? | .
42 | Cc1c(-c2nc(-c3ccc(C(F)(F)F)cc3)no2)n(C)oc1=O | 220 | -30% | -1% | -1%
43 | CC(C)(C)C(=O)Nc1cccc(-c2nc3ccccc3[nH]2)c1 | -15 | -27% | ? | -7%
44 | CC1=C(C(=O)NC2CC(C)(C)Cc3c2cnn3-c2cccc(F)c2)OCCO1 (stereo not drawn) | -12 | 78%[activator] | 2% | -1%
45 | COc1cc(NC(=O)CSc2nc(C)cs2)cc(OC)c1 | 25 | -15% | ? | ?

item | Tb PYK inh | AMA1-RON2 inh | LmPK inh
31 | -2% | -8% | -5%
32 | -1% | 3% | 1%
33 | 2% | 2% | -1%
34 | 3% | -9% | 1%
35 | 3% | . | .
36 | 6% | 1% | 1%
37 | -8%[15.4 µM] | . | .
38 | -3%&1% | -1%&4% | 4%&3%
39 | 2% | 5% | 2%
40 | 6% | 3% | 1%
41 | 2% | 58%[activator] | .
42 | 0% | -3% | -4%
43 | -1% | -3% | -1%
44 | 3% | 7% | 0%
45 | -6% | 5% | -2%

Quoted from the listing:
In AmpC inh no detg, O=C(Nc1ncn[nH]1)c1ccccc1Br is listed with -20%
In Tb PYK inh, Cc1ccc(NC(=O)c2nn(C)c3c2CS(=O)(=O)c2ccccc2-3)c(Cl)c1 is listed with 3%
In HCV inh, CC(C)(C)c1cc(NS(=O)(=O)c2cccs2)no1 is listed with 8%
In AmpC inh no detg, Cc1c(-c2nc(-c3ccc(C(F)(F)F)cc3)no2)n(C)oc1=O is listed with -30%

Profiles from above:
`O=C(COc1ccc(Cl)cc1)N1CCCCC1` reads HCMV antiviral: 7; AmpC inh no detg: -11%; HCV inh: 9%; AmpC detergent: 3%; Tb PYK inh: 6%; AMA1-RON2 inh: 1%; LmPK inh: 1%
`CC1=C(C(=O)NC2CC(C)(C)Cc3c2cnn3-c2cccc(F)c2)OCCO1` (stereo not drawn) reads HCMV antiviral: -12; AmpC inh no detg: 78%[activator]; HCV inh: 2%; AmpC detergent: -1%; Tb PYK inh: 3%; AMA1-RON2 inh: 7%; LmPK inh: 0%

New compounds follow
item | SMILES | HCMV antiviral | AmpC inh no detg | HCV inh | AmpC detergent
46 | Cc1ccc(/C=N/NC(=O)c2c(-c3ccccc3)noc2C)c(O)c1 | -110* | -40% | . | 4%
47 | S=C(NCC1CCCO1)Nc1ccc(Nc2ccccc2)cc1 (stereo not drawn) | -69* | -26% | ? | 6%
48 | CN1CCN(CCC(=O)Nc2cccc(Br)c2)CC1 | 6 | -4% | 4% | -1%
49 | CCOc1ccccc1CN1CCN(Cc2[nH]c3ccccc3c2C)CC1CCO (stereo not drawn) | 21 | 249%[activator] | -3% | 8%
50 | CCOC(=O)c1c(C)[nH]c(C)c1C(=O)COc1ncnc2ccccc12 | -33 | 2% | -19% | 4%
51 | CCCc1nn(-c2ccccc2)c2c1C(c1cccs1)C(C#N)=C(N)O2 (stereo not drawn) | -1 | -45% | 42%[activator] | 5%
52 | O=C(N/N=C/c1cccc(OC(=O)N2CCOCC2)c1)c1cccs1 | 47 | -19% | 3% | -8%
53 | CCOCCn1c(CN2CCN(C(c3ccccc3)c3ccccc3)CC2)nc2c1c(=O)n(C)c(=O)n2C | -23 | 14% | 8% | -4%
54 | CC(=O)N(Cc1cc(=O)[nH]c2ccccc12)c1ccccc1C | -2 | -16% | 14% | -13%

item | Tb PYK inh | AMA1-RON2 inh | LmPK inh
46 | . | . | -8%
47 | 1% | ? | -2%
48 | 7% | -21% | 4%
49 | -6% | 2% | 1%
50 | -19% | -18% | -2%[11.5 µM]
51 | -9% | -24% | 0%
52 | 2% | 12% | -27%
53 | 3% | -13% | -1%
54 | 2% | -2% | -6%
